High-throughput results deposited in PubChem BioAssay by several laboratories.
HIF activator = HIF pathway transcriptional activators, primary screen, cell-based, U2OS HRE-luciferase, luminescence. U2OS HRE-luciferase reporter; normalized: DMSO 0%, desferrioxamine 100%. activation, % at 7.5 µM (by protocol). 0.32% of 300,000 active;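 active = mean activation of at least 10% of the iron chelator positive control signal, with at least half of replicates also reaching 10%; inconclusive = mean and replicate majority disagree about reaching 10%; inactive = mean and most replicates under 10%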
HSF1 inhib = HSF1 inhibitors in luciferase reporter cells, primary screen, cell-based, NIH3T3, luminescence; activity change, negative = inhibition, % at 7.5 µM (by protocol); 0.77% of 300,000 active; AID 2098, 2009; NIH3T3-HGL HSE-luciferase, MG132-induced, luminescence 8 h; active compounds read low;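 active = more than half of replicate wells show activity change below -50%, luminescence cut by over half; inconclusive = some wells, but at most half, below -50%; inactive = no replicate well below -50%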;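 note: luciferase reports HSF-1 transcriptional activity via heat shock element; 0% = median of DMSO wells and -100% = zero luminescence signal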
IEC-6 cytotox = cytotoxicity in IEC-6 intestinal epithelial cells, primary screen, cytotoxicity control for KLF5 inhibitor project, cell-based, luminescence; IEC-6 cytotoxicity, luminescence viability; inhibition, % at 5 µM; 0.78% of 290,000 active; AID 1825, 2009; in the data active = inhibition above about 22%;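 note: 0% = plate median of test compound wells and 100% = cytotoxic reference compound wells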
HSP90 refold inh = HSP90 inhibitors, primary screen, cell lysate, luminescence. Rabbit reticulocyte lysate, luciferase refolding luminescence, 3 h. inhibition, % at 5.6 µM. 0.91% of 290,000 active. AID 1789, 2009;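 active = inhibition above the screen-wide mean plus 3 SD, computed separately per campaign, cut at about 16% in these data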;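 note: 0% = DMSO wells and 100% = 60 µM geldanamycin wells; inhibitors lower the luminescence because luciferase stays unfolded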
KLF5 inhibitor = KLF5 expression inhibitors, primary screen, DLD-1 cells, luminescence; DLD-1 KLF5 promoter-luciferase reporter; inhibition, % at 5 µM; 0.23% of 290,000 active;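 active = inhibition above a per-plate limit of that plate's mean compound inhibition plus 3 SD, cut at about 60% in these data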;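 note: 0% = DMSO wells and 100% = LY294002 at 200 µM; higher means less KLF5 promoter-driven luciferase light; inactives centre near -14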
HSF1 activator = HSF-1 activators, primary screen, NIH3T3-HGL cells, MG132 stress, luminescence, single point | NIH3T3-HGL HSF-1 luciferase reporter, 8 h; 100% = twice DMSO control signal | activation, % at 9 µM | 1.7% of 300,000 active;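 active = mean replicate activation of at least 50% with a set share of replicates each reaching 50%; inconclusive = only one of those two conditions met; inactive = mean below 50% and too few replicates reaching it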;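 note: 0% = median of the neutral control wells and 100% = twice that signal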
AI-2 QS mod = Vibrio harveyi AI-2 quorum sensing modulators, primary screen, JMH597 strain, luminescence/OD600 ratio | activity change, % at 7.5 µM | Vibrio harveyi JMH597 AI-2 luminescence/OD600 ratio, 9 h; active compounds read low; strain lacks LuxN and CqsS sensors; 0 = neutral-control median | 0.4% of 300,000 active | AID 2094, 2009; in the data active = activity change below about -75%, passing the limit was not always enough; inconclusive = no clear call, values can overlap the other calls;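 note: luminescence divided by OD600 gain over 9 h not by final OD600 alone; inactives centre near 13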
Platelet DG rel = inhibitors of platelet dense granule secretion, primary screen, cell-based, MLPCN, human platelets. human platelet-rich plasma, SFLLRN dense granule ATP release, luminescence. inhibition, %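 (compounds screened at 7.5 µM in platelet-rich plasma)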. 0.22% of 300,000 active. AID 1663, 2009;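 active = mean replicate score, as percent of positive control, at or above 50; inconclusive = mean below 50 but at least one replicate at or above 50; inactive = mean and every replicate below 50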
aSyn UTR inh = MLPCN primary screen, SNCA 5' untranslated region; alpha-synuclein 5'UTR reporter, inhibitor activity; inhibition, % (tested at 7.5 µM); AID 1813, 2009; 0.82% of 300,000 active; in the data active = inhibition above about 60%; inconclusive = no clear call, values can overlap the other calls;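 note: H4 neuroglioblastoma cells stably carrying SNCA 5'UTR luciferase fusion; 0% = DMSO wells and 100% = positive control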
SKKanGAS inh = S. pyogenes SKKanGAS growth inhibitors in kanamycin, primary screen, streptokinase expression inhibitor project, SKKanGAS strain, BacTiter-Glo luminescence | 6 h | inhibition, % at 7.5 µM | 1.3% of 300,000 active | AID 1662, 2009;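 active = mean replicate score, as percent of positive control median, at least 50; inconclusive = mean below 50 but one replicate at or above 50; inactive = mean and every replicate below 50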;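 note: strain carries kanamycin resistance gene driven by streptokinase promoter and grows in 40 µg/ml kanamycin; loss of luminescence reflects streptokinase promoter inhibition or plain growth inhibition; 0% = median of DMSO wells and 100% = positive control at its reference dose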
* = called active by the depositor; ? = inconclusive; nt = not tested or not shown.

Every second line gives: HIF activator	HSF1 inhib	IEC-6 cytotox	HSP90 refold inh	KLF5 inhibitor	HSF1 activator	AI-2 QS mod	Platelet DG rel	aSyn UTR inh	SKKanGAS inh
Cc1cccc(NC(=O)CN2C(=O)N/C(=C\c3ccccc3OCc3ccc(C(=O)O)cc3)C2=O)c1
    1.0	0	5	2	-6	-16	nt	11	-10	20
Cc1c(Cl)cccc1NC(=S)NN
    0.6	-3	-5	4	-23	10	24	-1	-4	-15
CCc1cccc(C)c1NC(=O)CN1C(=O)NC(Cc2ccccc2)C1=O (configuration not stated)
    -0.5	-1	1	2	-58	9	1	4	23	-7
CCCCOc1cccc(C2C(C(=O)c3cccs3)=C(O)C(=O)N2Cc2cccnc2)c1 (configuration not stated)
    0.0	-64*	4	1	-4	-73	48	-5	13	9
COCC(=O)Nc1ccc(S(=O)(=O)NCCc2ccccc2)cc1
    0.3	4	-2	-1	-6	1	40	4	9	-2
CC1CN(CCCCOc2cccc(Oc3ccccc3)c2)CC(C)O1 (configuration not stated)
    -0.6	9	0	-2	-17	-5	-2	-7	-18	0
CC12CCC(C)(c3nc4ccccc4nc31)C2(C)C
    -0.2	-3	1	-1	-26	0	16	7	-4	2
O=S(=O)(c1cccc(-c2nnco2)c1)N1CCOCC1
    0.0	-2	-2	-1	2	-6	2	6	-29	5
COc1ccc(S(=O)(=O)N(C)CC(=O)N2CCCCC2)cc1Cl
    0.0	-5	4	2	18	-4	28	11	14	0
COc1ccc2[nH]c(C(=O)NCc3ccc4c(c3)OCO4)cc2c1
    0.2	-2	4	0	-11	7	-34	-2	-7	1
COc1ccc(CN(C(=O)c2ccc(-c3ccccc3)[nH]2)C(C(=O)NCC2CCCO2)c2ccc(C)o2)cc1 (configuration not stated)
    -0.2	6	-1	2	-11	18	29	11	3	23
Cc1ccc(C(=O)N2CCN(c3ccc(NC(=O)c4cccnc4Cl)cc3)CC2)cc1
    0.1	-25	0	-6	-3	-40	39	11	8	4
O=C(C1COc2ccccc2O1)N1CCN(c2ccccc2Cl)CC1 (configuration not stated)
    0.3	3	1	1	-36	6	20	-4	-21	22
O=C(COC(=O)c1ccc(S(=O)(=O)NCc2ccco2)cc1)NC1CCCCC1
    -1.6	-8	7	0	-38	-3	28	1	-3	10
COc1ccc(S(=O)(=O)N2CCCOC2CNC(=O)C(=O)NCc2ccccc2F)cc1C (configuration not stated)
    -0.3	-1	-3	0	-52	4	26	-6	16	13
COc1ccc(Nc2ncc(F)c(N3CCOCC3)n2)cc1
    0.0	-23	0	15	-104	-9	5	0	7	17
CSCCC1NC(=S)N(Cc2ccccc2)C1=O (configuration not stated)
    0.4	1	-4	4	-44	-2	11	5	11	-2
COC(=O)c1cc(Cl)c(NC(=O)Cc2ccccc2)cc1OC
    0.2	8	0	-2	-7	1	1	23	18	-6
Nc1cc(C(F)(F)F)ccc1OCC1CCCO1 (configuration not stated)
    0.3	3	3	6	-63	14	-2	-2	-91	6
CC1CCCCN1CCCNC(=O)CN1C(=O)c2cccnc2Oc2ccccc21 (configuration not stated)
    0.0	-1	2	-2	9	-3	-2	2	-4	-4
CC1CN=C(NC2CCCCC2C)S1 (configuration not stated)
    0.1	-3	2	-1	-20	-4	10	5	-17	2
CN1CCN(C(=O)c2cccc(S(=O)(=O)N3CCCCC3)c2)CC1
    0.1	-11	4	0	10	6	31	1	-9	5
CCOc1ccc(NC(=S)NS(=O)(=O)c2cc(Br)ccc2OCC)cc1
    0.1	-10	nt	nt	nt	4	10	1	26	-3
OCCNCc1cccc2ccccc12
    0.1	-1	-1	0	-20	-2	20	-4	-4	5
N=c1sccn1CC(=O)Nc1cc(Cl)ccc1[N+](=O)[O-]
    -1.4	-9	8	3	-2	7	25	9	9	-3
Cc1cc(C(=O)Nc2ccon2)cs1
    0.6	-2	-2	0	-24	5	12	-3	-18	0
O=C1C(C=NCCCN2CCOCC2)=C(O)c2ccccc21
    1.5	-11	0	10	-21	1	27	nt	-5	-1
O=C(Nc1ccc(F)c(F)c1)C1CCCN(S(=O)(=O)c2cnc[nH]2)C1 (configuration not stated)
    -0.6	-4	2	-1	4	16	9	-10	-13	0
O=C(O)CCC(=O)Nc1ccc(S(=O)(=O)N2CCCC2)cc1
    -0.2	2	8	3	-5	-13	20	-4	-13	-5
CC(C)c1onc(C(=O)Nc2ccc3c(c2)OCO3)c1[N+](=O)[O-]
    -0.7	2	-3	0	-105	19	3	7	16	0
COCCNC(=O)CSc1cc(-c2ccccc2)c2ccc(OC)cc2n1
    -0.5	22	0	-3	0	19	-8	0	24	1
CCOC(=O)N1CCc2c(sc3c2c(=O)n(Cc2ccccc2)c(=O)n3Cc2cccc(C)c2)C1
    -0.3	11	-10	-5	13	21	-4	21	21	17
CN1CCN(C(=O)c2cnn(-c3ccccc3)c2NC(=O)c2ccc(Br)cc2)CC1
    -0.5	1	0	-3	7	13	34	-4	18	-9
O=C(c1cnc2n(c1=O)CCS2)N(c1ccccc1)C1CCCCC1
    0.0	-7	-5	-2	-49	-10	5	2	9	4
Cc1ccc(C)c(CNC(=O)Nc2ccccc2)c1
    2.9	26	0	-2	-56	57*	12	-10	-147	1
Cc1ccc(NC(=O)/C(C#N)=C/c2ccccc2C(F)(F)F)cc1
    -0.2	12	-6	3	-14	?	33	0	16	-3
CC1(C)OC(=O)C(=Cc2ccc(-c3ccc(Cl)c(C(=O)O)c3)o2)C(=O)O1
    0.1	-10	-5	-1	2	4	31	-1	0	6
CC(=O)NC1(C(F)(F)F)C(=O)Nc2c1c(=O)[nH]c(=O)n2CCc1ccccc1 (configuration not stated)
    -0.3	-3	0	14	-6	-16	45	-7	12	-2
CCCCCn1c(=O)c(-c2nc3ccccc3c(=O)[nH]2)c(O)c2ccccc21
    0.0	-9	-2	1	-18	-6	7	-2	14	4
COc1cccc(C(=O)NNC(=O)c2cccnc2)c1
    -0.4	-8	-4	3	-27	-3	0	5	-6	-6
Cc1ccc(NCc2nnc(SCC(=O)O)n2-c2ccc(C)cc2)cc1
    0.1	-4	-6	-2	3	10	-6	3	-54	1
O=C(NCCCN1CCOCC1)c1cccnc1SCc1ccccc1Cl
    0.0	nt	-1	-2	-10	nt	-4	2	4	-8
O=C(O/N=C1\CCS(=O)(=O)c2sccc21)c1c(F)cccc1F
    -0.7	-6	4	-2	-29	-4	10	3	8	-3
Fc1cccc2sc(N3CCCCC3)nc12
    5.0	16	5	-4	-47	?	3	-3	-116	-9
CC1(C)CC(=O)C/C(=N\NC(=O)C2CC23CCC3)C1 (configuration not stated)
    -0.1	-4	4	0	-32	3	1	4	1	3
CC1=C(Sc2nc3ccccc3[nH]2)C(=O)NC(C)(C)C1
    0.0	14	-5	3	4	60*	12	5	-19	9
CCOc1ccc(C(=O)NC(=S)Nc2ccccc2OC)cc1[N+](=O)[O-]
    0.3	-9	-1	-5	-8	18	-9	-8	0	-25
COc1ccc(/C=N/NC(=O)c2ccc(NC(C)=O)cc2)cc1COc1ccc(F)cc1F
    -1.7	-19	3	5	-3	-27	9	-5	-11	-4
CCC(C)NC(=O)c1cc2cc3ccc(OC)cc3nc2s1 (configuration not stated)
    2.9	23	1	4	-97	49	32	6	-131	-4
C/C(=N/NC(=O)c1cn(-c2cccc(C)n2)cn1)c1ccc(C)cc1
    nt	nt	0	-1	3	nt	30	nt	nt	0
Cc1ccc(NC(=O)C2CCCN2C(=O)NC2CCCCC2)cc1C (configuration not stated)
    nt	nt	2	1	-4	nt	1	-1	nt	5
CN1CCc2nc(SC(C(=O)O)c3ccccc3)c(C#N)c(-c3cccs3)c2C1 (configuration not stated)
    -10	5	-1	4	-10	-2	-23	-9	10	-8
CC(C)(C)C(=O)NCCn1ccc2ccccc21
    0.1	-18	-4	0	-31	-36	14	8	-11	-2
O=C(CCS(=O)(=O)c1ccccc1)Nc1ccc2c(c1)C(=O)NC2=O
    -0.4	-2	-8	-3	-26	-1	5	2	-15	-5
CCn1c(/C=C/Nc2ccccc2)[n+](CC)c2ccc(Cl)cc21
    0.3	-12	-8	-3	-5	10	-1	-2	-46	-7
CCC(=O)c1ccc(N2CCN(S(=O)(=O)c3ccccc3)CC2)c(F)c1
    0.8	2	0	6	-27	9	15	6	-27	-2
COc1ccnc(CN(C)C(=O)C2CCC(=O)N(CCN(C)C)C2)c1 (configuration not stated)
    -0.5	0	-4	-5	-21	5	-2	-4	13	0
O=C(Nc1ccccc1F)C1CCCN(S(=O)(=O)c2cccc3cccnc23)C1 (configuration not stated)
    0.1	-7	-2	0	4	-2	8	21	13	-5
CN(C(=O)COc1ccc([N+](=O)[O-])cc1)C1CCS(=O)(=O)C1 (configuration not stated)
    -0.5	-3	-8	-2	-48	2	27	-2	6	1
Cc1nc(SCC(=O)N(C)Cc2ccco2)c2c(C)c(C)sc2n1
    0.1	-1	7	3	-9	0	13	1	-16	18

Additional records.
Every second line gives: HIF activator	HSF1 inhib	IEC-6 cytotox	HSP90 refold inh	KLF5 inhibitor	HSF1 activator	AI-2 QS mod	Platelet DG rel	aSyn UTR inh	SKKanGAS inh
O=C(COc1ccc(Cl)cc1)Nc1ccc2c(c1)C(=O)NC2=O
    0.3	5	4	2	-34	6	4	19	1	1
O=C1CC(C(=O)N(c2ccc(F)cc2)C(C(=O)NC2CCCC2)c2ccccn2)CS1 (configuration not stated)
    0.0	9	2	2	6	8	25	8	-15	1
O=c1ccc(C(F)(F)F)cn1Cc1cc(=O)n2cc(Br)ccc2n1
    2.1	-2	-2	-1	-9	-2	15	6	23	4
COc1ccccc1S(=O)(=O)Cc1ccc(C(=O)NCc2ccc3c(c2)OCO3)o1
    -0.3	-10	-2	-1	-3	-8	12	23	2	-6
CCOC(=O)c1ccc(NC(=O)CSc2nnnn2CCCO)cc1
    0.4	4	-5	-5	-46	13	16	-3	-21	-14
Cc1cc(N)ccc1-c1cc2ccccc2oc1=O
    0.9	-20	-4	-2	-52	-20	20	4	-15	-5
Cc1cccc(C(=O)n2cnnc2N)c1
    0.2	-5	-2	0	-24	14	21	5	14	-6
Cc1nn(-c2ccccc2)c(C)c1NC(=O)COC(=O)CCOc1ccccc1
    -0.1	-1	nt	nt	nt	-11	6	-7	-3	-3
